MLLE-PAM2 inh: blocks PAM2 peptide binding to the PABP1 MLLE domain | GST-MLLE / FITC-PAM2 fluorescence polarization | inhibition, % at 20 µM | 0.36% of 360,000 active | AID 588489; in the data active = inhibition above about 35%, passing the limit was not always enough;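 note: plate controls were DMSO wells with GST-MLLE for no effect and wells lacking GST-MLLE protein for full effect; some results filed as inactive read as strong as hits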
Rin1-Abl PPI inh: inhibitors of human Rin1-Abl protein interaction; 0.4% of 360,000 active; TR-FRET Rin1/Abl binding, biochemical; P00519+Q13671; AID 588664; inhibition, % at 7.35 µM; in the data active = inhibition above about 5%, passing the limit was not always enough
CSN deneddyl inh: CSN deneddylation inhibition | Q92905 | 0.38% of 360,000 active | Purified CSN, SCF-Nedd8-OG deneddylation, fluorescence polarization | inhibition, % at 12.5 µM;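 active = pattern-corrected inhibition above about 35%, with an unprinted fluorescence ratio check between 0.5 and 1.5, limit read from the data, passing the limit was not always enough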;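 note: 0% = enzyme with substrate and 100% = substrate without enzyme; some results filed as inactive read as strong as hits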
Target sequence (Q92905 whole entry, looked up, one chain of several): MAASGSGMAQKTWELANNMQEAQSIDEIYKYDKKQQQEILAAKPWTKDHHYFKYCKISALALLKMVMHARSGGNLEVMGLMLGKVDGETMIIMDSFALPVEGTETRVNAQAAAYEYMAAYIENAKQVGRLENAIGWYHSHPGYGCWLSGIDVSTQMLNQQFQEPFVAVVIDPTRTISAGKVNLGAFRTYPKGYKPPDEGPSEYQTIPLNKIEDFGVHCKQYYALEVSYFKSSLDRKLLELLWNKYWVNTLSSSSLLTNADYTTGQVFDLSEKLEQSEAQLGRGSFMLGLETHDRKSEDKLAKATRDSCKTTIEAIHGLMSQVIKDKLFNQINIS
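assay system = purified human Csn5 enzyme expressed in HEK293T cells | amount = 0.24 nM enzyme | buffer or medium = Tris/NaCl/DTT buffer, pH 7.5 | reagent = 10 nM SCFSkp2-Nedd8OG | compound = one concentration, 12.5 µM, 0.25% DMSO | times = 90 min reaction at room temperature | signal = FP | read-out basis = % inhibition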
TbMetRS inhib: blocks T. brucei methionyl-tRNA synthetase activity | purified T. brucei MetRS, ATP depletion, Kinase-Glo luminescence | inhibition, % at 11.9 µM | 0.4% of 360,000 active | AID 624268;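 active = inhibition above a per-plate cutoff of the control wells' mean inhibition plus 3 SD, cut at about 5.5% in these data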;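 note: 0% = DMSO wells median and 100% = median of wells with control inhibitor compound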
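Assay system: T. brucei methionyl-tRNA synthetase, purified | Medium: HEPES buffer with MgCl2, KCl, DTT, spermine, BSA, pyrophosphatase | Compound: 11.9 µM single point | Incubation: 15 min enzyme-compound preincubation, 2 h reaction, 10 min detection, 25 °C | Measured by: Kinase-Glo luciferase luminescence reporting remaining unconsumed ATP | Measure: % inhibition normalized to control-well medians | Replication: Singlicate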
E coli Lon inh: E. coli protease La inhibition | purified E. coli Lon protease, fluorescence polarization | P0A9M0 | inhibition, % at 7.94 µM | 0.42% of 360,000 active; in the data active = inhibition above about 13%, passing the limit was not always enough;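 note: 0% = enzyme with probe and DMSO and 100% = no enzyme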
Neddyl block: inhibitors of human cullin neddylation; AID 651699; 0.58% of 360,000 active; P61081+Q13564; calls only at 25 µM; TR-FRET cullin neddylation, biochemical; in the data active = inhibition above about 36%
Target sequence (P61081 whole entry, looked up): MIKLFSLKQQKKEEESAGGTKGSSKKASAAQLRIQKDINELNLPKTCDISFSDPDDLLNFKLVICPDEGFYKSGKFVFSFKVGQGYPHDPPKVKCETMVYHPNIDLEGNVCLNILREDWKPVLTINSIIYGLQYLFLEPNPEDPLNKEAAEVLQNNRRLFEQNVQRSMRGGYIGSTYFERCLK
Target sequence (Q13564 whole entry, looked up): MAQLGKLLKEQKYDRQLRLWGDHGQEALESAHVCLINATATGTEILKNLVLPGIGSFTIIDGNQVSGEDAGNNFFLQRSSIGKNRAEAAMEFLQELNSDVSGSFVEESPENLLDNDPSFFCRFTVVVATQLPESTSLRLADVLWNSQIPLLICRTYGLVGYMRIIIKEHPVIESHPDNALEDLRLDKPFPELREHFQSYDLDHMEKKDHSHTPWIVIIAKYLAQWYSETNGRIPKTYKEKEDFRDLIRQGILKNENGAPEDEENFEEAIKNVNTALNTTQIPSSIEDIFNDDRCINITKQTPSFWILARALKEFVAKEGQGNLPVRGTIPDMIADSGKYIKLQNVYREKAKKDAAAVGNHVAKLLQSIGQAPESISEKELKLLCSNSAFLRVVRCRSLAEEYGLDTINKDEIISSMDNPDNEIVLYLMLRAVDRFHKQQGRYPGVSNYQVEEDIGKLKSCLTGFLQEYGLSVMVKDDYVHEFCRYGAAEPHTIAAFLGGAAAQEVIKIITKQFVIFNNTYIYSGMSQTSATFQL
FAS-TE inh: blocks the thioesterase domain of human fatty acid synthase; P49327; recombinant FAS-TE, OMFH fluorogenic substrate, fluorescence endpoint; inhibition, % at 15 µM; 0.67% of 360,000 active; AID 602261;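 active = compounds whose normalised, plate-corrected inhibition of enzyme fluorescence in the single-dose primary screen is 50% or more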;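 note: 0% = DMSO with enzyme and 100% = substrate without enzyme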
MsrA inhibitor: inhibitors of bovine MsrA | purified bovine MsrA, absorbance read-out | inhibition, % at 15.5 µM | 0.75% of 360,000 active | AID 651718; in the data active = inhibition above about 4.5%;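 note: 0% = vehicle wells with enzyme and 100% = reference inhibitor wells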
MsrA act: bovine methionine sulfoxide reductase A activation | activation, % at 10.6 µM | 0.3% of 360,000 active | purified bovine MsrA, absorbance read-out; in the data active = activation above about 7.5%;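 note: 0% = vehicle and 100% = reference activator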
* hit, by the source's call; i = inactive; nt = not tested or not shown.

SMILES	MLLE-PAM2 inh	Rin1-Abl PPI inh	CSN deneddyl inh	TbMetRS inhib	E coli Lon inh	Neddyl block	FAS-TE inh	MsrA inhibitor	MsrA act
O=C1[C@H]2[C@@H](c3ccc(F)cc3)N3C(=O)N(c4cccc(Cl)c4)C(=O)[C@@]3(Cc3ccc(Cl)cc3)[C@H]2C(=O)N1C1CCCCC1	0	2	-8	-0.2	-3	i	86*	0.0	0
CCCOc1ccc(OCCSc2nnc(N)s2)cc1	nt	6	nt	-1.4	9	nt	nt	-0.6	0
CCNc1sc(C(=O)OCC)c(N)c1C#N	7	3	1	-0.6	2	i	-11	-0.4	-2
COCCN1C(=O)C(=O)/C(=C(/O)c2cccc(S(=O)(=O)N(C)C)c2)C12C(=O)N(C)c1ccccc12 (configuration not stated)	-6	-3	-1	-0.3	0	i	-8	2.3	-2
O=C(CCSc1nc(-c2ccco2)cc(C(F)(F)F)n1)N1CCCc2ccccc21	-10	-2	5	-0.3	-10	i	16	0.3	-2
Cc1cc(C)c(C(=O)C(C)OC(=O)c2ccccn2)cc1C (configuration not stated)	4	1	4	-0.6	-7	i	-7	0.1	-2
COc1ccc(-c2cc(C(F)(F)F)n3nc(C(=O)Nc4c(C)n(C)n(-c5ccccc5)c4=O)cc3n2)cc1	2	1	-5	-0.2	0	i	0	0.1	0
COc1ccc(S(=O)(=O)N(C)c2c(C)n(C)n(-c3ccccc3)c2=O)cc1OC	5	-3	-1	-0.7	2	i	-6	0.5	-2
Cc1ccc(NC(=O)CCSc2nc(C)cc(C)n2)cc1	8	-1	0	0.1	-1	i	-6	1.2	0
CC(C)NC(=O)N(C)C[C@H]1Oc2ncc(Br)cc2C(=O)N([C@H](C)CO)C[C@@H]1C	-2	-3	-3	-0.6	-4	i	-4	-1.7	-2
CCCn1c(SCC(=O)c2[nH]c(C)c(C(C)=O)c2C)n[nH]c1=O	-10	0	-2	0.3	-6	i	-5	1.7	-5
CC1CCc2[nH]c3ccc(C(=O)N(C)CC(=O)Nc4ccccc4C(F)(F)F)cc3c2C1 (configuration not stated)	-11	-1	5	-0.4	-9	i	12	0.6	-3
Cc1ccc(NC(=O)CSc2nnc(-c3cnccn3)n2-c2ccccc2)cc1	-3	1	-9	-1.1	-3	i	-6	0.2	-9
Cc1cc2[nH]cnc2c([N+](=O)[O-])c1C	11	0	1	-0.1	-7	i	-3	3.4	-2
COc1ccc(Nc2nc(N)nc(CSC(=S)N3CCCCC3)n2)cc1	24	4	6	-0.3	-4	i	8	1.6	-3
Cc1cccc(N=c2c([N+](=O)[O-])nn(-c3ccc(Cl)cc3)n2O)c1	0	0	-1	-0.3	8	i	-4	-0.1	-1
O=C1CC(c2ccccc2)Cc2nc(N3CCc4ccccc4C3)ncc21 (configuration not stated)	56*	2	1	-0.9	-2	i	22	-0.2	-2
O=C(NCc1nc2ccccc2[nH]1)C1CCCCC1	4	2	3	3.6	1	i	-3	-0.8	-1
O=C(Cc1ccc(Cl)cc1)NC1CCS(=O)(=O)C1 (configuration not stated)	6	-4	-1	0.1	6	i	1	-0.3	-4
O=c1cc(N2CCN(c3ccccc3Cl)CC2)[nH]c(=O)n1Cc1ccc(F)cc1	-5	-3	3	-1.0	-13	i	-8	1.9	-7
O=C(CCN1C(=O)c2ccccc2C1=O)Nc1sc2c(c1C(=O)NCc1ccco1)CCCC2	2	-1	-4	0.5	-7	i	20	1.0	-5
CNC(=O)c1cc(Nc2nnc(C)c3ccccc23)ccc1OC	-7	0	-2	-0.3	-9	i	-4	2.1	-4
O=C(Nc1ccc(Oc2cccnc2)cc1)C1CCN(Cc2ccc(F)cc2)CC1	6	2	2	-1.1	7	i	-4	0.9	-11
O=C(COC(=O)C1CC1)c1c[nH]c2ccccc12	2	-1	-3	0.7	-3	i	-13	-0.7	-1
CCN1C(=O)CS/C1=C(\C#N)S(=O)(=O)c1ccccc1	-69	-3	-1	-1.5	-40	i	-29	0.2	-4
(more compounds)
SMILES	MLLE-PAM2 inh	Rin1-Abl PPI inh	CSN deneddyl inh	TbMetRS inhib	E coli Lon inh	Neddyl block	FAS-TE inh	MsrA inhibitor	MsrA act
COC(=O)C1=C(C)OC(N)=C(C#N)C1c1c(C)nn(-c2ccccc2)c1Cl (configuration not stated)	-4	5	1	-1.1	-5	i	-4	-0.2	-10
CNC(=S)NCCc1cc2c(OC)ccc(OC)c2[nH]c1=O	-81	5	-2	-0.1	0	i	-7	2.1	-2
CCCC(C(=O)Nc1cccc(S(=O)(=O)N2CCCC2)c1)c1ccccc1 (configuration not stated)	-14	3	6	0.0	-4	i	24	-0.8	-2
CCN(/N=C/C=C/c1ccccc1)c1cc(=O)n(C)c(=O)[nH]1	9	-1	1	-0.5	2	i	23	11*	-8
O=C(CNCC1CCCO1)N1CCCc2ccccc21 (configuration not stated)	7	1	-6	-0.3	0	i	-10	1.5	-4
COc1ccc(S(=O)(=O)N2CCCCC2)cc1NC(=O)CNc1ccccc1N1CCCC1=O	2	2	-5	0.4	3	i	-10	0.1	0
COc1ccc2cc(C(=O)C3CCCN(C(=O)c4cncs4)C3)ccc2c1 (configuration not stated)	4	-9	5	-0.1	11	nt	0	1.1	-6
Cc1occc1C(=O)NN=C1C2CC3CC(C2)CC1C3	7	3	0	-1.1	3	i	-11	-0.4	-15
CCOC(=O)c1cc(NC(=O)COc2ccc([N+](=O)[O-])cc2)cc(C(=O)OCC)c1	22	0	-10	-0.2	-10	i	2	-0.1	-7
CC(NC(=O)COc1ccc(-c2ccccc2)cc1)C1CCCO1 (configuration not stated)	4	3	-3	-0.4	-9	i	1	-1.6	-1
Cn1c(/C=N/n2cnnc2)nc2ccccc21	2	-1	2	-0.3	-7	nt	-11	3.3	-4
O=C(COc1ccc(Br)cc1CO)Nc1ccccc1	4	2	1	0.6	-4	i	-6	-0.8	0
CCOc1ccc(S(=O)(=O)N2CCCC(C(=O)NCC3CCCO3)C2)cc1 (configuration not stated)	7	-3	-3	0.0	0	i	-2	-0.2	-1
CCCCCC(C(=O)O)C(C)CC(=O)NC1CCCCC1 (configuration not stated)	-17	-1	-4	-1.3	-9	i	-9	-0.1	-1
CC1=NN(C(N)=S)C(=O)C1N=Nc1ccccc1C(=O)O (configuration not stated)	8	-1	-3	-1.0	-4	i	-4	1.4	-1
CC1(C(=O)NCC2CCCCC2)CCN1CCc1ccccc1 (configuration not stated)	0	-3	-4	0.1	-2	i	15	0.3	-1
O=C(Oc1ccc(-c2nnco2)cc1)C1CCN(C(=O)c2ccc(F)cc2)CC1	-7	7	-3	0.0	-7	i	0	0.2	-4
COc1ccc(C2=NN(S(C)(=O)=O)C(c3cccs3)C2)cc1 (configuration not stated)	-14	-2	3	-2.0	-1	i	-1	-1.1	-17
C/C(=N\NC(=O)c1ccc(F)cc1)c1ccc(NC(=O)Cc2ccccc2)cc1	-3	-1	3	-0.4	9	i	-4	0.6	0
Cc1occc1-c1nnc(SCC(=O)Nc2ccccn2)o1	-15	4	-1	-1.3	-9	i	0	-0.9	-7
CS(=O)(=O)c1cc(C(=O)O)cc(NCc2ccccc2)c1Oc1ccccc1	18	-2	0	0.4	-4	i	-7	0.0	-2
CC1=C(C(=O)Nc2ccc(C(=O)NCCCN3CCCCC3)cc2)SCCO1	10	-2	-1	0.4	-7	i	-4	3.5	-4
CC(=O)N(c1ccc(Cl)cc1)c1cn(C(C)=O)c2ccccc12	6	2	-6	-1.3	1	i	5	-0.9	-11
CCOc1cccc(OCCOc2ccccc2[N+](=O)[O-])c1	-7	-1	-2	-1.0	-2	i	23	-1.6	-6
Cc1ccc(NC(=O)COC(=O)c2ccc(S(=O)(=O)NCc3ccco3)cc2)cc1	-6	2	-2	-0.3	5	i	0	0.8	-3

Copied from the entries so far for reference:
SMILES	MLLE-PAM2 inh	Rin1-Abl PPI inh	CSN deneddyl inh	TbMetRS inhib	E coli Lon inh	Neddyl block	FAS-TE inh	MsrA inhibitor	MsrA act
COc1ccc(Nc2nc(N)nc(CSC(=S)N3CCCCC3)n2)cc1	24	4	6	-0.3	-4	i	8	1.6	-3
Cc1cccc(N=c2c([N+](=O)[O-])nn(-c3ccc(Cl)cc3)n2O)c1	0	0	-1	-0.3	8	i	-4	-0.1	-1
O=C1CC(c2ccccc2)Cc2nc(N3CCc4ccccc4C3)ncc21 (configuration not stated)	56*	2	1	-0.9	-2	i	22	-0.2	-2
O=C(NCc1nc2ccccc2[nH]1)C1CCCCC1	4	2	3	3.6	1	i	-3	-0.8	-1
O=C(Cc1ccc(Cl)cc1)NC1CCS(=O)(=O)C1 (configuration not stated)	6	-4	-1	0.1	6	i	1	-0.3	-4

(next part)
SMILES	MLLE-PAM2 inh	Rin1-Abl PPI inh	CSN deneddyl inh	TbMetRS inhib	E coli Lon inh	Neddyl block	FAS-TE inh	MsrA inhibitor	MsrA act
O=C(CN1CCN(c2ccccn2)CC1)Nc1ccc(F)cc1F	0	0	0	-0.3	5	i	-6	2.3	-1
COc1ccc(NS(=O)(=O)c2ccc(C)c(C(=O)NCC(c3ccco3)N(C)C)c2)cc1 (configuration not stated)	1	1	-2	-0.3	-20	i	-4	-1.5	0
Cc1ccc(S(=O)(=O)NCCNC(=O)c2cc(OCC(F)(F)F)ccc2OCC(F)(F)F)cc1	-15	2	-2	1.1	5	i	-14	1.5	1
C=CC(C)(C)c1c(O)c(CC=C(C)C)c(O)c2c(=O)c3ccc(O)c(O)c3oc12	-20	7	6	-1.4	12	i	20	nt	-3
CC(C)C(=O)OCC(=O)NCc1ccccc1Cl	2	-6	-6	0.0	-5	i	-2	-0.2	-2
O=C1/C(=C/c2ccc(O)c(O)c2)Oc2cc(O)ccc21	-77	3	30	1.6	-69	i	-2	1.4	-6
CCCCN1CC(COCc2ccccc2)Oc2cccc(Oc3ccccc3)c2S1(=O)=O (configuration not stated)	-11	-5	0	-0.3	2	i	29	-0.1	-6
COc1cccc(S(=O)(=O)NCc2ccc(C(=O)NCC3CCCO3)cc2)c1 (configuration not stated)	1	0	4	0.2	-7	i	-3	-0.8	0
COc1ccc(CC(N)c2csc(NC(=O)Nc3cccc(C(F)(F)F)c3)n2)cc1 (configuration not stated)	-2	0	-7	-0.4	2	i	-23	-1.5	-1
Cc1ccc(C(=O)NNC(=O)C(C)Sc2nc(N)cc(N)n2)cc1 (configuration not stated)	13	-3	-4	-0.5	0	i	-7	0.5	-3
C[C@@H]1CN([C@@H](C)CO)C(=O)Cc2cc(NC(=O)Nc3ccc(C(F)(F)F)cc3)ccc2O[C@@H]1CN(C)S(=O)(=O)c1ccc(Cl)cc1	-2	4	5	-0.3	0	i	36	0.8	-2
C=CCn1nnnc1SCC(=O)Nc1ccc(C(=O)OC)cc1	-15	4	0	0.6	1	i	-1	-0.1	-3
NC(N)=NCCCC(NC(=O)c1ccccc1)C(=O)Nc1ccc([N+](=O)[O-])cc1 (configuration not stated)	6	-1	3	0.8	5	i	11	2.7	-3
Cc1ccc(-n2c(C)nn(CC#N)c2=O)cc1	12	-3	2	-0.9	-3	i	-5	0.9	-8
Clc1ccccc1-c1nn2c(-c3ccncc3)nnc2s1	24	-13	7	-0.2	-4	i	1	nt	3
CCN1C(=O)/C(=C\N2CCOCC2)SC1=S	4	-2	-2	-0.3	-8	i	-7	-0.1	4
CC(OC(=O)c1ccc(S(=O)(=O)N2CCCCC2)cc1)C(=O)NC1CCCCC1C (configuration not stated)	-2	0	4	-0.4	-2	i	-4	-0.5	1
CNC(=O)C1(C)C=CCN1C(=O)c1ccccc1 (configuration not stated)	-2	2	-3	0.0	-8	i	-9	0.0	-2
